# RAM inhibit = yeast RAM network inhibition | AID 868 | inhibition, % at 50 µM | 1.8% of 190,000 active | S. cerevisiae dse1pr::URA3 reporter, 5-FOA growth OD615, 2 d; analog-sensitive cbk1-as2 kinase mutant strain;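 active = inhibition above a set limit, 3 SD over mean compound inhibition, cut at about 8.4% in these data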;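 also: 0% = DMSO-only wells with no growth and 100% = 10 µM 1-NA-PP1 full growth; inhibition rescues growth on 5-FOA so higher OD means more RAM inhibition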
# Hsp70 activator = switches on Hsp70 transcription. AID 1203. activation, % at 10 µM. 0.04% of 200,000 active. HeLa Hsp70 promoter luciferase reporter, luminescence; scaled: vehicle 0, proteasome-inhibitor control 100%;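 active = activation above the mean across all tested compounds plus 3 SD, cutoff set per campaign, cut at about 5.5% in these data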;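 also: 100% = MG132 at 30 µM as the positive control and 0% = DMSO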
# DTT redox prof = compounds producing H2O2 with reducing agent – biochemical, NIH compound library profiling, artefact control for MLSCN library redox annotation, primary screen. activation, % at 10 µM. 0.03% of 200,000 active. DTT-dependent redox cycling H2O2, phenol red/HRP absorbance; 100% = 100 µM peroxide control, 0% = buffer;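 active = activation of at least 50% relative to the plate's high and low controls in the primary single-dose screen; inactive = activation below 50%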;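 also: compound incubated with DTT at 0.8 mM final as the reducing agent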
# S1P3 antag = blocks the human S1P3 receptor | CHO S1P3 NFAT-BLA reporter, FRET fluorescence, antagonist mode | inhibition, % at 4.98 µM | 0.27% of 170,000 active | AID 485;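 active = inhibition above the plate cutoff, the mean inhibition of test wells on that plate plus 3 SD, cut at about 28% in these data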;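 also: cells challenged with S1P at its EC80 of 0.8 µM; blue over green emission ratio from cleaved BLA substrate after 4 h stimulation; 0% = S1P-stimulated wells and 100% = unstimulated DMSO-only wells; some compounds past the cut are filed as inactive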
# TLR4 MyD88 comp = TLR4-MyD88 interaction inhibition in cells. 0.18% of 200,000 active. inhibition, % at 8.4 µM. O00206+Q99836. AID 861. HeLa CL3-4 TLR4/MyD88 BLA complementation, FRET ratio; in the data active = inhibition above about 25%;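 also: 0% = vehicle and 100% = reference inhibitor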
# Target sequence (O00206 whole entry, looked up): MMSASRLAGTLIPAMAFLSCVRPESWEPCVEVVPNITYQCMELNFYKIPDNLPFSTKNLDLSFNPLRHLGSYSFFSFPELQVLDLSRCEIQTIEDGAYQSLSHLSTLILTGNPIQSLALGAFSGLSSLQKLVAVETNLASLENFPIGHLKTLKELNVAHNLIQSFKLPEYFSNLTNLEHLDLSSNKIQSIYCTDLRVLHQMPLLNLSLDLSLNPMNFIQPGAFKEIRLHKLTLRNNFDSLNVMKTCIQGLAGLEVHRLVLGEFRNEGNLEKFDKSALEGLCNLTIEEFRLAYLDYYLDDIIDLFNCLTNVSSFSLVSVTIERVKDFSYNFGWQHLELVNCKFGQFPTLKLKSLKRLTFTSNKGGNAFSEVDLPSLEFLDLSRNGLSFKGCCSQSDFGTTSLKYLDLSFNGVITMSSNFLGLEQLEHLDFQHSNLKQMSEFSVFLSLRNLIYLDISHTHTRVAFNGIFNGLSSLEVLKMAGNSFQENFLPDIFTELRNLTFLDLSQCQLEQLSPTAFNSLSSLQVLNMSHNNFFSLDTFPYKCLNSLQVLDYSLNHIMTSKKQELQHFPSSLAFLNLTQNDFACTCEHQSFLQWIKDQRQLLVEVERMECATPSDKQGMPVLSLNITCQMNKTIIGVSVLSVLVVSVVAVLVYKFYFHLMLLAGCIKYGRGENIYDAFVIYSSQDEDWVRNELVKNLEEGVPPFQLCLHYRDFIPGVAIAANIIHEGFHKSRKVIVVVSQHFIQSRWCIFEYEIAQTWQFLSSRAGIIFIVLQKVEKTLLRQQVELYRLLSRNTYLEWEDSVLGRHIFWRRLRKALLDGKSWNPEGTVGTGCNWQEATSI
# Target sequence (Q99836 whole entry, looked up): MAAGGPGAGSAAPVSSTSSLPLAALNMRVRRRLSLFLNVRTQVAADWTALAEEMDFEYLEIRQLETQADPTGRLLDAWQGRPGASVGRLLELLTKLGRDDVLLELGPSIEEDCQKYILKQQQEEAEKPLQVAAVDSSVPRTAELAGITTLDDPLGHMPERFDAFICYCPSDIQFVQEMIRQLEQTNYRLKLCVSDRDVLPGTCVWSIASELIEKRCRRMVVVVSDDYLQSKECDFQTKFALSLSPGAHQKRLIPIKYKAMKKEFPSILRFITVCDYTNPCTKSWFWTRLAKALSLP
# PMI act hi M6P = increases human PMI activity with near-saturating mannose 6-phosphate; P34949; coupled PMI enzyme assay, resazurin fluorescence, 20 min; stronger effect = higher value; 1 = untreated enzyme, 0 = substrate-free blank; activation factor at 20 µM; 0.34% of 190,000 active;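 active = activation factor of 2 or more at 20 µM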
#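 Material: human phosphomannose isomerase with PGI, G6PDH, diaphorase coupling enzymes / Reagent: Man-6-P substrate 1.0 mM / Dosing: single compound dose of 20 µM, 1% DMSO final / Incubation: enzyme reaction with compound 20 min at room temperature / Signal: resorufin fluorescence (Ex 544/Em 590 nm) from resazurin via diaphorase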
# PMI act = increases human mannose-6-phosphate isomerase activity; 0.005% of 190,000 active; P34949; purified human PMI, coupled resazurin fluorescence, 20 min; stronger effect = higher value; 1 = vehicle control, 0 substrate-free wells; AID 1214; activation factor at 20 µM;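 active = activation factor of 2 or more at 20 µM, relative to plate controls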
# Lmaj promast = inhibitors of Leishmania major promastigote growth. inhibition, % at 10 µM. 9% of 200,000 active. Leishmania major promastigotes, resazurin fluorescence viability;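 also: promastigotes grown with compound for 44 hours at 28 °C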
# G6PDH CS = inhibits Leuconostoc G6PDH, flagging false hits in G6PDH-based assays; Purified L. mesenteroides G6PDH, diaphorase/resazurin coupled fluorescence, 45 min; inhibition, % at 5 µM; 0.12% of 200,000 active
# Diaphorase act = diaphorase activation or chemical reduction counter-screen; Diaphorase/resazurin coupled assay, resorufin fluorescence, 16 min; stronger effect = higher value; 1 = vehicle wells, 0 = NADH-free wells; activation factor at 20 µM; 0.005% of 190,000 active; AID 1229;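 active = diaphorase activity raised at least twofold by the compound at 20 µM; inactive = activation factor below 2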
#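 Measured by – red resorufin fluorescence at 544/590 nm excitation/emission · Test system – Clostridium kluyveri diaphorase, purified enzyme · Incubation – reaction time 16 min, room temperature · Buffer or medium – 50 mM HEPES pH 7.4 with 4.542 mM MgCl2, 0.005% Tween 20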
# Diaphorase inh = counter-screen for diaphorase-based assays: diaphorase inhibitors and chemical oxidizers | AID 1217 | diaphorase resazurin-to-resorufin fluorescence, NADH, 16 min; bacterial (C. kluyveri) enzyme, not human | inhibition, % at 20 µM | 0.69% of 190,000 active;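 active = primary screen inhibition at 20 µM above a set limit, cut at about 50% in these data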;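 also: plate controls were DMSO with full reaction for no effect and wells lacking NADH for full effect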
#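 Detection: fluorescence of resorufin formed from resazurin, Ex 544/Em 590 nm; test system: Clostridium kluyveri diaphorase enzyme; amount: 0.14 U/mL diaphorase, enzyme working solution; times: 16-min room-temperature incubation before reading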
# Numbers without * were called inactive; . = no result given. Rule as the data show it, unless noted: active = inhibition above about 50%; inactive = the rest.
SMILES,RAM inhibit,Hsp70 activator,DTT redox prof,S1P3 antag,TLR4 MyD88 comp,PMI act hi M6P,PMI act,Lmaj promast,G6PDH CS,Diaphorase act,Diaphorase inh
CCN(CC)S(=O)(=O)c1cccc(-c2nnc(SCc3ncc(-c4ccccc4)o3)n2C)c1,1.5,-0.2,-0.7,3.7,-8.2,1,1,26.0,-0.2,0.8,16.3
COC(=O)N1[C@H](C)C=C[C@]1(Cc1ccccc1)C(=O)O,1.7,0.0,-0.7,-5.8,2.3,1,1,-3.9,14.1,1,4.5
CC(C(=O)Nc1ccc2nccnc2c1)N1C(=O)C2C3C=CC(C3)C2C1=O (stereo unspecified),0.5,-0.1,-0.7,.,3.0,0.9,0.9,-7.3,-11.7,0.9,10.0
CCOc1ccccc1OC(=O)c1cc2ccccc2oc1=O,-0.6,-0.2,-0.6,-22.1,-2.4,1,1,-1.3,5.9,1.1,-5.3
COc1ccc(C[C@@H]2CN3C(=NC[C@@H]3C)N2C[C@H](C)NC(=O)CCC2CCCCC2)cc1,-0.4,0.1,0.2,4.3,-4.8,0.9,1,7.4,16.6,0.9,14.0
CCOC(=O)C(C)Oc1ccc(=O)n(-c2ccccc2)n1 (stereo unspecified),0.8,-0.1,3.1,-30.0,3.2,1.1,1,-5.4,5.6,1,4.6
CCOC(=O)C1=C(CNCc2ccccc2Cl)NC(=O)NC1c1cccc([N+](=O)[O-])c1 (stereo unspecified),0.3,0.0,6.5,-8.8,2.3,0.9,0.9,4.2,-2.1,0.8,23.8
COC(=O)c1nn(-c2ccc(OC)cc2)c(=O)cc1Oc1ccccc1,-0.3,-0.4,3.1,.,-12.3,1,1,-6.8,-0.9,0.9,11.2
O=C(CSc1nccc(=O)[nH]1)NCc1ccc(Cl)cc1,-0.2,-0.2,-1.4,11.9,14.1,0.9,0.9,-2.5,13.0,0.9,9.4
O=C1CN(C(=O)CNC(=O)c2ccccc2Cl)c2ccccc2N1,0.3,-0.2,-0.3,-11.2,-12.8,1,1.1,-3.3,4.7,1,-1.8
COc1cc(C2C=C(c3cccs3)Nc3ncnn32)cc(OC)c1OC (stereo unspecified),2.8,-0.3,-1.1,-0.4,17.3,1.4,1.5,5.5,2.1,0.9,13.4
Cc1ccc2c(c1)-c1nc3ccccc3cc1C2=NC1CCCCC1,2.0,0.1,2.0,0.2,-4.5,0.9,0.7,3.1,14.1,0.8,23.0
COc1ccc(CCNC(=O)CCn2cccc2)cc1OC,-0.9,-0.2,-3.8,-9.1,9.4,1,1,5.4,0.5,0.9,12.0
O=C(Nc1nnc(-c2ccccc2)s1)c1cc(S(=O)(=O)N2CCOCC2)c(Cl)cc1Cl,3.8,-0.3,1.0,.,-0.3,1.1,1,-13.7,11.1,0.8,19.4
Cc1cc(NC(=O)CSc2ccc3nnc(-c4cccc(F)c4)n3n2)no1,8.1,-0.2,-3.2,-14.1,7.1,1,1.1,-1.2,6.1,0.7,27.5
O=C(Nc1cccc(NS(=O)(=O)c2ccc(S(=O)(=O)NC3CC3)cc2)c1)c1ccccn1,4.9,-0.3,1.3,-0.2,-9.5,1,1,13.1,-1.3,0.9,14.0
COCCNCCCOc1ccc(Cl)cc1Br,1.4,-0.3,0.1,13.0,-5.1,1.1,0.9,65.0*,7.2,0.9,10.5
CCn1nnnc1SCC(=O)c1ccc(NC(C)=O)cc1,0.9,0.5,-0.4,10.9,-6.8,1,1,-5.3,3.7,0.9,9.9
COc1ccccc1C1/C(=C(\O)c2c(C)nc3c(C)cccn23)C(=O)C(=O)N1CCCN(C)C (stereo unspecified),.,-0.1,2.1,-9.8,10.5,.,.,-1.9,.,.,.
CC(C(=O)N1CCCC1)N1CCN(c2ccccc2O)CC1 (stereo unspecified),1.1,-0.2,-1.0,-6.3,-13.0,0.8,1,-4.2,4.7,1,2.1
CCOc1ccc(NC(=O)CN(C)CC(=O)Nc2ccc(F)c(F)c2F)cc1OCC,1.3,0.1,0.1,-21.4,-8.7,1,1,-3.1,5.3,0.9,8.5
COc1ccc(C(=O)NC2=NCCS2)cc1S(=O)(=O)N1CCCCC1C (stereo unspecified),-0.9,-0.3,-0.4,0.2,-10.4,1,1.1,8.5,4.1,1,-1.8
COC(=O)c1ccc(-n2c(C)cc(C(=O)CCl)c2C)cc1,-0.2,-0.2,0.1,-7.8,25.5*,0.9,0.9,100.6*,1.9,1,-3.2
O=c1c2ccccc2nnn1COc1ccc(Cl)cc1Br,1.8,0.0,-1.9,0.6,-3.7,0.9,0.9,-3.0,-6.7,0.7,28.7
CC(C)=CCN1CCN(Cc2ccoc2)CC1CCO (stereo unspecified),2.3,0.3,-0.1,-7.5,-10.4,0.9,0.8,-2.0,-3.3,0.9,9.0
COc1ccc(OC)c(NC(=O)COC(=O)CNC(=O)c2ccc(OC)c(OC)c2)c1,1.4,-0.3,0.2,.,-17.0,1,1,-4.9,2.0,0.9,14.7
COc1cccc(CSc2nc3cc4c(cc3cc2C)OCCO4)c1,18.0*,-0.1,0.3,-6.5,-24.1,0.9,0.9,57.2*,-18.9,0.8,16.3
CCc1nnc(SCc2ccc(OC(C)C)cc2)n1N,-0.7,-0.3,3.9,-73.4,-1.2,1.1,1,-3.6,-0.3,1,4.9
CCOC(=O)N1CCN(C(=O)CCn2c(=S)[nH]c3ccsc3c2=O)CC1,3.9,-0.3,-1.2,-20.7,3.7,1.1,1.1,1.4,2.6,0.7,28.7
Cc1ccc(C)c(OCc2ccc(C(=O)N3N=C(C(F)F)CC3(O)C(F)F)o2)c1 (stereo unspecified),6.3,0.3,-0.3,-22.4,-2.1,0.9,0.9,-3.5,-3.0,0.9,7.2
Cc1cccc(C(=O)NC(=S)Nc2ccc(S(=O)(=O)N(C)c3ccccc3)cc2)c1,2.8,-0.3,0.0,.,5.3,1,1,100.0*,-1.2,0.9,8.7
Cc1ccnn1CCC(=O)N1CCCC(CCC(=O)N2CCN(c3ccccn3)CC2)C1 (stereo unspecified),0.3,-0.2,-0.6,-14.5,-1.5,1,0.9,-1.1,12.4,0.9,9.9
COc1ccc(CN(CCC(c2ccccc2)c2ccco2)C(=O)c2ccco2)cc1 (stereo unspecified),12.7*,-0.1,0.2,1.6,-1.8,0.9,0.9,5.5,3.4,0.8,18.6
Cc1cc(C(=O)Nc2nnc(C3CCCCC3)s2)no1,0.8,-0.2,-1.4,-8.4,-12.3,0.9,0.9,-4.9,1.6,0.8,16.0
O=C(NCc1c(F)cccc1F)c1cc(COc2c(F)cccc2F)on1,2.5,-0.3,-0.6,0.6,2.1,0.9,0.9,-2.6,9.2,0.8,19.9
CCc1nc(SCC(=O)N2CCN(C(=O)c3ccco3)CC2)c2c3c(sc2n1)CCCC3,2.2,-0.2,-1.4,25.3,1.4,0.8,0.9,5.0,6.8,0.6,38.4
COc1ccccc1NC(=S)NCCSc1ccc(C)cc1,2.6,-0.4,0.6,-0.1,-24.7,0.9,0.8,1.6,-7.8,0.7,26.5
CCN(CCNC(=O)C1CCC(=O)N1Cc1ccc(C)cc1)c1ccccc1 (stereo unspecified),-0.1,-0.3,-0.1,-10.7,6.3,1,1.1,5.0,4.1,1,-1.0
O=C(CSCc1ccc(Cl)cc1)N/N=C/c1ccc(OCC(=O)Nc2ccccc2)cc1,5.1,-0.1,-3.3,.,0.6,0.9,0.8,0.1,-0.5,0.9,6.0
Cn1c2c(c(=O)n(C)c1=O)C(C(F)(F)F)(C(F)(F)F)N=C(C1CCCCC1)N2,2.0,-0.4,0.0,4.9,-13.2,1.1,1.1,46.2,2.9,0.9,7.8
Cc1ccc(N=Nc2c(N)[nH]n3c(=O)c4c(nc23)CCCC4)cc1,0.3,-0.2,1.8,.,-3.9,0.7,0.9,46.0,12.4,0.7,28.8
Cc1ccc(C(=O)c2ccc([N+](=O)[O-])cc2)cc1,1.1,-0.3,0.2,.,4.9,1.1,1.1,-6.8,-4.5,1,-4.4
CCC(C)NC(=O)C1c2cc(OC)c(OC)cc2C(=O)N(C)C1c1cccs1 (stereo unspecified),1.4,-0.1,-4.7,.,-13.8,1.1,1,-8.2,-3.6,0.9,7.3
CCOC(=O)c1cc(NC(=O)CSc2nnc(CN3CCOCC3)n2C)ccc1Cl,2.5,0.0,3.3,.,-0.4,.,.,-2.8,.,.,.
CCC(=O)c1c(NC(CC)CO)cc(C)oc1=O (stereo unspecified),3.7,0.6,-0.5,0.2,7.8,1.1,1.1,-4.3,2.5,1,1.9
CC(Nc1ccccc1)c1cccnc1 (stereo unspecified),1.2,0.0,-1.7,-12.9,11.6,0.9,0.9,12.1,11.2,0.9,6.2
CC(=O)N(Cc1cccs1)C1CCOC(C)(C)C1 (stereo unspecified),1.3,-0.2,-4.2,-23.9,9.3,0.9,0.8,-3.1,10.1,0.9,12.5
COc1ccccc1N1CCN(C(=O)Cn2nc(C(F)(F)F)c3c2CCC3)CC1,0.1,-0.1,0.7,-4.4,-2.4,1.2,1.1,0.5,-0.6,0.8,16.8
COc1ccc(-c2nc3c4ccccc4[nH]c(=O)n3n2)cc1,1.9,-0.3,0.1,.,4.2,1,0.9,37.1,-40.4,0.8,19.2
CN(c1ccccc1)S(=O)(=O)c1ccc(NC(=O)C2CCCCC2C(=O)O)cc1 (stereo unspecified),1.7,0.1,4.8,.,7.2,1.1,1.1,-7.4,8.3,0.9,12.6
# Next section.
SMILES,RAM inhibit,Hsp70 activator,DTT redox prof,S1P3 antag,TLR4 MyD88 comp,PMI act hi M6P,PMI act,Lmaj promast,G6PDH CS,Diaphorase act,Diaphorase inh
CC1=C(C(=O)OCCOc2ccccc2)C(c2coc3ccccc3c2=O)C2=C(CCCC2=O)N1 (stereo unspecified),2.1,-0.1,-0.3,14.8,6.2,1,1.1,-7.4,1.1,1,4.6
COc1ccc(OC)c(Nc2ncnc3c2cnn3-c2cccc(C)c2)c1,2.4,-0.3,0.0,.,-2.5,0.9,1,17.6,6.6,0.8,19.5
CCCCc1ccc(NC(=O)CN2NS(=O)(=O)c3ccccc3C2=O)cc1,4.8,-0.1,0.1,.,1.1,0.9,0.8,-1.5,-0.7,0.7,29.8
Cc1ccc(C(=O)Nc2cc(C)c(OCC(=O)N3CCOCC3)c(C)c2)cc1,-0.9,0.0,0.0,.,-2.6,1,1,2.1,0.4,0.9,8.8
CCc1cccc2c(C(=S)N3CCCC3)c[nH]c12,2.8,0.0,-0.5,-1.9,9.9,.,.,-2.8,11.9,.,.
